PPARg SRC-1 ag – PPARgamma-driven SRC-1 recruitment agonism | P37231 | PPARgamma-SRC-1 coactivator recruitment biochemical assay | activation, % at 8 µM | 200,000 tested, 0.41% active | AID 631; in the data active = activation above about 19%;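 note: 0% = DMSO and 100% = reference agonist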
Target sequence (P37231 whole entry, looked up): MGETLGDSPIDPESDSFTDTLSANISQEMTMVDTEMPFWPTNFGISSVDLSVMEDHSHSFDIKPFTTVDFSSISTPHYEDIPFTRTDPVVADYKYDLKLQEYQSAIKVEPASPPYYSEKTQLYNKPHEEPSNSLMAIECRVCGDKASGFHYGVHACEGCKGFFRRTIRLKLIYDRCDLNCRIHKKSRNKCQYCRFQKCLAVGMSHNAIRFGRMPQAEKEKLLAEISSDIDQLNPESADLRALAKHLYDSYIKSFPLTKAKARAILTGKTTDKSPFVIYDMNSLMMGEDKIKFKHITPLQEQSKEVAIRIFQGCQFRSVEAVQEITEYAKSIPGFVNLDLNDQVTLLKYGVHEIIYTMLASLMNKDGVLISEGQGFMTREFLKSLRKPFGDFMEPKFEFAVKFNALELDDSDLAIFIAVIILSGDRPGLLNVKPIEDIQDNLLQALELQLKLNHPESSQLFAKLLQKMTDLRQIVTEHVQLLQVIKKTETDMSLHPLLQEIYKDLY
RAM network inh – blocks the yeast RAM network; inhibition, % at 50 µM; 190,000 tested, 1.8% active; S. cerevisiae dse1pr::URA3 reporter, 5-FOA growth OD615, 2 d; analog-sensitive cbk1-as2 kinase mutant strain;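 active = inhibition above a set limit, 3 SD over mean compound inhibition, cut at about 8.4% in these data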;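 note: 0% = DMSO-only wells with no growth and 100% = 10 µM 1-NA-PP1 full growth; inhibition rescues growth on 5-FOA so higher OD means more RAM inhibition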
S1P3 antagonist – S1P3 (human) receptor antagonism; Q99500; CHO S1P3 NFAT-BLA reporter, FRET fluorescence, antagonist mode; 170,000 tested, 0.27% active; inhibition, % at 4.98 µM;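 active = inhibition above the plate cutoff, the mean inhibition of test wells on that plate plus 3 SD, cut at about 28% in these data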;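 note: cells challenged with S1P at its EC80 of 0.8 µM; blue over green emission ratio from cleaved BLA substrate after 4 h stimulation; 0% = S1P-stimulated wells and 100% = unstimulated DMSO-only wells; some compounds past the cut are filed as inactive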
Target sequence (Q99500 whole entry, looked up): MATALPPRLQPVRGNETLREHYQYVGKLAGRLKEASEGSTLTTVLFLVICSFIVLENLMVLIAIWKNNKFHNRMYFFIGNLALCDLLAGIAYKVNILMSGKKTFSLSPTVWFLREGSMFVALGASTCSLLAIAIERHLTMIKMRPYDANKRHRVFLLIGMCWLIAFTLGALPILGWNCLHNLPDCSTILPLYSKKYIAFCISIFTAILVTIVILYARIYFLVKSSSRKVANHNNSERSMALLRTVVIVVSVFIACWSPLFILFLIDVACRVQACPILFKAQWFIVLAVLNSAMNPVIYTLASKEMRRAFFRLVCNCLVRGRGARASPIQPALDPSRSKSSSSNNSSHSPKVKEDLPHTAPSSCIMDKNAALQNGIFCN
ROMK primary – human ROMK K+ channel modulation, primary screen. P48048. Tet-inducible ROMK, thallium flux fluorescence; actives lie on both sides. B-score at 10 µM. 130,000 tested, 2% active;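 active = signal ratio slope over the read window, or its plate-corrected B-score, at least 3 SD from the plate mean, either direction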;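 note: B-score of the F/F0 ratio slope over 7 to 12 s after thallium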
TR-FRET SRC-2 ct – TR-FRET artefact, counter-screen to PPARgamma/SRC-2 agonist assay; active compounds read high; TR-FRET ratio at 8 µM; 200,000 tested, 0.4% active; AID 1049; in the data active = TR-FRET ratio above about 2000; note: inactives centre near 1500; reference of the scale not given here
Efa HMGR inh – E. faecalis class II HMG-CoA reductase inhibition; inhibition, % at 10 µM; purified E. faecalis HMGR, NADPH absorbance 340 nm kinetic; 190,000 tested, 0.41% active;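 active = inhibition above a set limit, the median over all tested compounds plus 3 SD, cut at about 9.5% in these data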;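 note: enzyme runs in reverse so mevalonate oxidation gives rising NADPH absorbance; 0% = complete reaction with DMSO and 100% = background rate lacking mevalonate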
Lmaj promast – inhibitors of Leishmania major promastigote growth | Leishmania major promastigotes, resazurin fluorescence viability | inhibition, % at 10 µM | 200,000 tested, 9% active; in the data active = inhibition above about 50%;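 note: promastigotes grown with compound for 44 hours at 28 °C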
Redox H2O2 prof – compounds producing H2O2 with reducing agent – biochemical, NIH compound library profiling, artefact control for MLSCN library redox annotation, primary screen; DTT-dependent redox cycling H2O2, phenol red/HRP absorbance; 100% = 100 µM peroxide control, 0% = buffer; activation, % at 10 µM; 200,000 tested, 0.03% active;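 active = activation of at least 50% relative to the plate's high and low controls in the primary single-dose screen; inactive = activation below 50%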;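 note: compound incubated with DTT at 0.8 mM final as the reducing agent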
PPARg SRC-3 ag – promotes SRC-3 coactivator recruitment by human PPARgamma | P37231 | biochemical PPARgamma/SRC-3 coactivator recruitment assay | activation, % at 8 µM | 200,000 tested, 0.26% active | AID 731; in the data active = activation above about 23%;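 note: 0% = DMSO and 100% = reference agonist; some compounds past the cut are filed as inactive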
PPARg SRC-2 ag – agonists of SRC-2 recruitment by human PPARgamma; P37231; activation, % at 8 µM; PPARgamma LBD-SRC-2 recruitment, biochemical; 200,000 tested, 0.34% active; in the data active = activation above about 22%;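 note: 0% = vehicle and 100% = reference agonist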
bIAP inhibitor – intestinal alkaline phosphatase (bovine) inhibition; 190,000 tested, under 10 active; purified bovine IAP, CDP-star luminescence, 30 min; inhibition, % at 20 µM; AID 1019;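 active = over 50% inhibition of intestinal alkaline phosphatase at 20 µM in the single-dose screen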
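Incubation: 30 min reaction at room temperature / Material: purified bovine intestinal alkaline phosphatase (IAP) enzyme / Input: enzyme at 1/65,000,000 dilution / Dosing: 20 µM single dose / Signal: CDP-star luminescence signal / Reagent: CDP-star chemiluminescent phosphatase substrate, 30 µM final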
Numbers without * were called inactive; i = inactive; x = not tested or not shown.

item	Structure	PPARg SRC-1 ag	RAM network inh	S1P3 antagonist	ROMK primary	TR-FRET SRC-2 ct	Efa HMGR inh
1	COc1ccc(N2CC(C(=O)OCC(=O)NCc3ccccc3)CC2=O)cc1 (stereo not drawn)	2	0.3	x	0.0066	1501	1
2	Cn1nnnc1SCCNCc1cccnc1	0	2.7	-15	x	1397	3
3	O=C(c1ccc(-n2c(SCc3cccc(F)c3)nc3ccccc3c2=O)cc1)N1CCOCC1	3	2.0	4	-3.4*	1540	-9
4	O=C1Nc2cc(Cl)ccc2C1(N1CCNCC1)C(F)(F)F (stereo not drawn)	11	0.8	4	-0.077	1590	-2
5	Cc1ccc(-c2cc(C(=O)NCC3CCCO3)c3ccccc3n2)o1 (stereo not drawn)	-1	x	x	x	1486	x
6	Cc1cccc(N2C(S)=C(C#N)C(=O)NC23CCCCC3)c1	-3	1.6	-9	-0.29	1437	0
7	CNC(=S)NNC(=O)CCn1nc(C)c(Br)c1C	-12	1.5	x	0.26	1590	-6
8	O=C(Cn1cc2c(n1)CCCCC2)Nc1ccc(F)cc1F	3	0.6	-9	x	1742	-6
9	CSCCC(=O)N1CCCC(CNC(=O)c2ccccc2Cl)C1 (stereo not drawn)	6	-0.5	-12	x	1541	3
10	CC(=O)NCCNC(=O)c1ccc(CSc2ccc(Cl)cc2)cc1	4	1.9	-24	1.3	1409	-6

item	Lmaj promast	Redox H2O2 prof	PPARg SRC-3 ag	PPARg SRC-2 ag	bIAP inhibitor
1	-6	-0.8	9	8	5
2	1	1.1	4	-2	11
3	3	-0.3	4	0	-2
4	-2	2.6	1	4	-2
5	-8	1.3	2	6	x
6	-4	-0.1	0	-5	17
7	-5	-0.7	-9	-5	-32
8	-11	-2.6	3	3	19
9	-4	2.1	-1	10	-22
10	6	-2.0	2	-6	20

An excerpt from above in order of number of heavy atoms, smallest number first.
item	Structure	PPARg SRC-1 ag	RAM network inh	S1P3 antagonist	ROMK primary	TR-FRET SRC-2 ct	Efa HMGR inh
2	Cn1nnnc1SCCNCc1cccnc1	0	2.7	-15	x	1397	3
7	CNC(=S)NNC(=O)CCn1nc(C)c(Br)c1C	-12	1.5	x	0.26	1590	-6
4	O=C1Nc2cc(Cl)ccc2C1(N1CCNCC1)C(F)(F)F (stereo not drawn)	11	0.8	4	-0.077	1590	-2
8	O=C(Cn1cc2c(n1)CCCCC2)Nc1ccc(F)cc1F	3	0.6	-9	x	1742	-6
9	CSCCC(=O)N1CCCC(CNC(=O)c2ccccc2Cl)C1 (stereo not drawn)	6	-0.5	-12	x	1541	3
10	CC(=O)NCCNC(=O)c1ccc(CSc2ccc(Cl)cc2)cc1	4	1.9	-24	1.3	1409	-6
5	Cc1ccc(-c2cc(C(=O)NCC3CCCO3)c3ccccc3n2)o1 (stereo not drawn)	-1	x	x	x	1486	x
1	COc1ccc(N2CC(C(=O)OCC(=O)NCc3ccccc3)CC2=O)cc1 (stereo not drawn)	2	0.3	x	0.0066	1501	1
3	O=C(c1ccc(-n2c(SCc3cccc(F)c3)nc3ccccc3c2=O)cc1)N1CCOCC1	3	2.0	4	-3.4*	1540	-9

item	Lmaj promast	Redox H2O2 prof	PPARg SRC-3 ag	PPARg SRC-2 ag	bIAP inhibitor
2	1	1.1	4	-2	11
7	-5	-0.7	-9	-5	-32
4	-2	2.6	1	4	-2
8	-11	-2.6	3	3	19
9	-4	2.1	-1	10	-22
10	6	-2.0	2	-6	20
5	-8	1.3	2	6	x
1	-6	-0.8	9	8	5
3	3	-0.3	4	0	-2

Going on with the list.
item	Structure	PPARg SRC-1 ag	RAM network inh	S1P3 antagonist	ROMK primary	TR-FRET SRC-2 ct	Efa HMGR inh
11	Cc1nn(Cc2c(Cl)cccc2Cl)c(C)c1NC(=O)c1cnn2c(C(F)F)cc(-c3ccccc3)nc12	7	2.1	x	x	1533	1
12	O=C1c2ccccc2C(=O)N1CCc1csc(-c2ccccc2)n1	4	3.2	x	x	1480	3
13	CS(=O)(=O)NC1c2cccc3cccc(c23)C1Sc1nncn1/N=C/c1ccco1 (stereo not drawn)	10	2.1	-27	-0.33	1591	-3
14	Cc1ccc(NC(=O)CS(=O)CC(=O)NC2CCN(Cc3ccccc3)CC2)c(C)c1 (stereo not drawn)	-8	1.4	-30	x	1452	-3
15	COc1ccc(CCN2C(=O)C(Oc3ccccc3)C2c2ccc3c(c2)OCO3)cc1 (stereo not drawn)	-1	4.4	2	x	1585	-5
16	N=c1oc2c3c4c(cc2cc1C(=O)Nc1ccccc1)CCCN4CCC3	1	2.5	3	x	1400	-3
17	CC1(C)Cc2c(c(-c3ccccc3Cl)[nH]c(=O)c2C#N)CO1	-3	2.1	x	0.38	1655	-3
18	COc1ccc2oc(-c3ccccc3)c(C(N)=O)c2c1	14	3.6	-22	x	1653	-1
19	CCN1C(=O)/C(=C/C=C2/CCCN2C)OC1=S	2	-1.7	-9	-4.9*	1413	-6
20	COc1cc(/C=C2\NC(=S)N(C)C2=O)ccc1O	15	0.4	-1	-1.2	1773	-6

item	Lmaj promast	Redox H2O2 prof	PPARg SRC-3 ag	PPARg SRC-2 ag	bIAP inhibitor
11	67*	-8.1	9	2	-5
12	-6	-3.2	-3	-4	14
13	7	-3.2	5	18	-5
14	-4	3.8	-4	-6	-2
15	-3	0.2	4	6	-4
16	45	2.7	-10	-3	47
17	-6	-0.4	2	2	12
18	-5	-1.1	-3	13	6
19	-5	-0.5	7	5	36
20	5	0.3	5	8	44

(list continues)
item	Structure	PPARg SRC-1 ag	RAM network inh	S1P3 antagonist	ROMK primary	TR-FRET SRC-2 ct	Efa HMGR inh
21	COc1nc(-c2ccccc2)cc(C(F)(F)F)n1	-2	0.6	20	x	1586	2
22	CCOC(=O)n1c(=O)oc2ccccc21	4	1.1	x	0.54	1679	-2
23	Cc1noc(/C=C/c2cccs2)c1S(=O)(=O)N1CCC(C(=O)NCCCN2CCCC(C)C2)CC1 (stereo not drawn)	2	0.3	-5	-3.4	1577	-3
24	CCCOc1ccc(-c2nnn(CC(=O)OCC)n2)cc1	-4	2.2	-22	-0.25	1337	-3
25	Cc1c(C(=O)NCCCN2CCOCC2)oc2ccc(S(=O)(=O)N3CCOCC3)cc12	2	2.0	-32	0.59	1480	-2
26	Cc1cccc2cc(C(c3nnnn3Cc3ccccc3)N3CCCc4ccccc43)c(=O)[nH]c12 (stereo not drawn)	3	6.3	x	-0.79	1287	-1
27	Cc1occc1C(=O)Nc1cc(C(C)(C)C)on1	-2	-1.7	6	x	1457	1
28	Nc1nc2nccc(-c3ccccn3)n2n1	2	1.0	-5	-0.11	1525	2
29	O=C(CCS(=O)(=O)c1cccc2nsnc12)NC1CCCCC1	7	0.9	x	x	1649	-6
30	CCOC(=O)c1[nH]c(C)c(C(=O)NC2CCCC2)c1C	5	2.2	11	x	1528	4

item	Lmaj promast	Redox H2O2 prof	PPARg SRC-3 ag	PPARg SRC-2 ag	bIAP inhibitor
21	-5	-1.2	17	-8	13
22	-6	0.3	1	6	4
23	96*	-1.2	2	1	8
24	-2	0.2	-4	-9	-1
25	1	-0.3	2	0	-6
26	5	0.9	-2	-4	26
27	16	2.9	4	-8	6
28	-3	-0.5	3	-4	14
29	14	-4.4	11	5	2
30	-11	-0.6	-7	-1	9

(cont.)
item	Structure	PPARg SRC-1 ag	RAM network inh	S1P3 antagonist	ROMK primary	TR-FRET SRC-2 ct	Efa HMGR inh
31	CCCC(=O)Nc1ccc(S(=O)(=O)Nc2cc(C)nc(C)n2)cc1	0	1.0	-5	-0.54	1385	-12
32	Cn1c(-c2ccc3c(c2)OCO3)cnc1NCc1ccc(Cl)cc1	5	-1.4	11	x	1401	-6
33	Cc1c(Cl)cccc1-n1c(SCC(=O)N2CCC(C(=O)O)CC2)nnc1-c1ccncc1	1	0.9	-1	-0.46	1585	-6
34	O=C(Nc1ccc(S(=O)(=O)N2CCc3ccccc32)cc1)c1ccc2c(c1)OCO2	6	3.4	6	-0.63	1743	2
35	COc1ccc(-n2c(C)cc(C(=O)NC3CCCCC3)c2C)cc1	-5	0.7	x	-0.13	1464	-8
36	c1ccc2nc(-c3ccc4c(c3)OCO4)ccc2c1	0	-0.7	-4	-0.28	1520	-3
37	CCOC(=O)NC(=O)COC(=O)CNC(=O)c1cccc(OC)c1	5	0.9	-2	-0.41	1669	-7
38	O=S1(=O)N=C(N/N=C/c2ccc(Br)o2)c2ccccc21	0	1.7	-1	-0.013	1697	-6
39	O=C(Nc1cccc(OCC(=O)N2CCOCC2)c1)c1cccc([N+](=O)[O-])c1	-4	2.4	4	1.2	1435	0
40	CCOc1ccc(N2C(=O)/C(=C\c3ccc(OC)c(O)c3)S(=O)(=O)C2c2cccc([N+](=O)[O-])c2)cc1 (stereo not drawn)	4	7.2	-1	-1.6	1673	-1

item	Lmaj promast	Redox H2O2 prof	PPARg SRC-3 ag	PPARg SRC-2 ag	bIAP inhibitor
31	4	0.5	-7	2	16
32	92*	0.7	1	10	i
33	-3	-2.0	-2	-3	-8
34	19	0.7	-2	7	19
35	13	2.5	3	-1	-10
36	3	-0.7	-1	-2	13
37	-4	-0.4	4	5	0
38	-7	-1.4	2	6	-10
39	-11	-0.4	-7	2	1
40	2	0.1	6	7	-12

Later entries
item	Structure	PPARg SRC-1 ag	RAM network inh	S1P3 antagonist	ROMK primary	TR-FRET SRC-2 ct	Efa HMGR inh
41	Cc1ccc(/C=N/n2cc(-c3ccccc3)[nH]c2=S)s1	12	7.1	5	1.5	1772	2
42	C=CCn1c(COc2ccccc2F)nnc1SCCN1C(=O)c2ccccc2C1=O	-2	1.6	15	x	1408	-8
43	CC(C)CNC(=S)N(Cc1ccco1)Cc1cc2cc3c(cc2[nH]c1=O)OCCO3	-5	-0.8	3	x	1356	0
44	CCOc1ccc(NC(=O)CCC(=O)n2nc(C)cc2C)cc1	-1	0.3	6	x	1481	-5
45	CC12CCC(C/C1=N/O)C2(C)C (stereo not drawn)	7	-0.4	-4	0.1	1544	-5
46	CCC(C)(C(=O)NC1CCCCC1)N(C)C(=O)c1ccccn1 (stereo not drawn)	0	0.8	x	0.68	1512	-9
47	CC(C)CNS(=O)(=O)c1ccc(CCC(=O)N2CCOCC2)cc1	0	0.0	-55	0.033	1420	2
48	Cn1ncc(C#N)c1NC(=O)c1nn2cccnc2c1Cl	-3	2.4	-18	0.03	1240	-5

item	Lmaj promast	Redox H2O2 prof	PPARg SRC-3 ag	PPARg SRC-2 ag	bIAP inhibitor
41	25	-0.5	7	10	27
42	-1	0.5	3	-5	-3
43	88*	-0.4	-5	-3	-7
44	-3	1.4	19	-1	13
45	3	-0.2	0	-6	-4
46	-4	0.3	13	6	6
47	-6	-0.2	-2	7	9
48	-1	0.5	11	-7	11
